# Autophagy mod = alters autophagy in cells; MEF GFP-LC3 puncta imaging; test concentration mostly 10 µM; calls only at 10 µM (by protocol); 190,000 compounds, 0.98% hits;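 active = percentage of spot-positive cells more than 3 SD above its plate mean, without a fluorescence outlier flag or 80% toxicity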;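 also: spot-positive cell cutoff set from DMSO-treated cells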
# PMI inhibitors = MPI enzyme activity inhibition – biochemical, fluorescence intensity, coupled assay, primary screen (AID 1209); purified PMI enzyme, coupled fluorescence intensity; higher % means a stronger effect; one-dose inhibition, % at 20 µM; IC50 in µM for titrated hits; 190,000 compounds, 0.42% hits;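 also: plate controls were DMSO vehicle for no effect and wells lacking substrate for full effect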
# Yfh1-depleted yeast = enhancers of respiration in Yfh1-depleted yeast, dose response, Friedreich's ataxia, plus single-dose screen (AID 1465); S. cerevisiae Yfh1-off respiration, WST-1 reduction, 72 h; higher fold induction means a stronger effect; fold induction at 50 µM; hits with a dose series show EC50 in µM; 220,000 compounds, 0.074% hits;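 active = fold induction of absorbance versus untreated yeast above a set limit, then at least 30% activation at any dose in follow-up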;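 also: activators that raise dye reduction in frataxin-depleted yeast; strong numbers were not always called active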
# PMI inhibition = MPI inhibition at elevated mannose 6-phosphate – biochemical, fluorescence intensity, high mannose 6-phosphate, primary screen (AID 1220). recombinant PMI enzyme, coupled fluorescence intensity; higher % means a stronger effect. inhibition, % at 20 µM, or IC50 in µM where a hit was titrated. 190,000 compounds, 0.66% hits
# MT stabilize HCS = microtubule stabilization, imaging screen. HeLa tubulin immunostaining HCS, 24 h; share of cells brighter than vehicle mean+2SD. 200,000 compounds, 0.83% hits. % tubulin-high responders, % at 10 µM;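 active = plate Z-score above 3 for both tubulin-high and condensed-nucleus cell shares, with cell loss under 80%, at 10 µM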;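 also: anti alpha tubulin signal scored within the nucleus-defined area of each cell; some results filed as inactive read as strong as hits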
# WT yeast gro inh = growth inhibition of WT yeast, mitochondrial fusion screen; inhibition, % at 10 µM; 190,000 compounds, 2.1% hits; mitochondrial fusion phenotypic screen, WT strain; in the data active = inhibition above about 58%; tested in S. cerevisiae
# b-catenin transl = alters nuclear translocation of beta-catenin in HeLa cells; immunofluorescence imaging; AID 1665; 190,000 compounds, 0.3% hits; nuclear translocation activity, % at 5 µM;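 active = nuclear translocation activity above 50% at 5 µM, with a well cell count of 50 or more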;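 also: per-cell ratio of nuclear to cytoplasmic median beta-catenin stain intensity; plate controls were DMSO negative control for no effect and GSK-3 inhibitor IX positive control for full effect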
#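 assay system = human HeLa cells, endogenous beta-catenin | times = compound treatment 24 h, 37°C, 5% CO2 | detection = Anti-beta-catenin immunofluorescence on PFA-fixed, Triton-permeabilized cells, DAPI nuclei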
# Insulin prom up = MIN6 insulin promoter up-regulation; MIN6 insulin promoter-GFP reporter, high-content imaging; hits give high values; z-score at 5 µM; 190,000 compounds, 0.3% hits; AID 1625;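 active = z-score above 3 at 5 µM with at least 500 cells counted in the well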
# Dynein transport = dynein cargo transport inhibition; 3617.4 mouse cells, GR-EGFP nuclear translocation imaging; test concentration mostly 20 µM; stimulated with dexamethasone, 1 µM; hits give low values; z-score, hits read low; 220,000 compounds, 0.47% hits; AID 1381;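 active = plate z-score of nuclear minus cytoplasmic receptor signal below a set negative limit, without overly bright fluorescence or cell loss, cut at about -3.5 in these data, passing the limit was not always enough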;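 also: z-score of nuclear minus cytoplasmic ring GR-EGFP intensity difference per well; some compounds called inactive have numbers as strong as hits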
#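 Buffer or medium: tet-free medium with charcoal-stripped serum / Also added: dexamethasone agonist, 1.0 µM final, for 30 min / Timing: induction 48 h, compound 1 h, agonist 30 min / Measured by: high-content fluorescence imaging after fixation / Read-out: nuclear-to-cytoplasmic GR-EGFP distribution per well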
# WT yeast gro inh mutant strain = recorded beside WT yeast gro inh, whose call it bears; inhibition, %; mitochondrial fusion phenotypic screen, mutant strain inhibition
# Dynein transport cytoplasmic EGFP = recorded beside Dynein transport, whose call it bears; z-score; measured here: cytoplasmic GR-EGFP intensity; hits give high values
# Dynein transport nuclear GR-EGFP = second read-out of Dynein transport, no call of its own (marks repeat the call); z-score; measured here: nuclear GR-EGFP intensity;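 lower value marks the stronger effect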
# Dynein transport cell count = further read-out of Dynein transport, marked with its call; z-score; measured here: cell count per field
# Insulin prom up cell count = also measured in Insulin prom up; calls as there; cell count; measured here: cytotoxicity, nuclei count;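 total cells summed across four imaged fields per well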
# b-catenin transl cell count 5 µM = recorded beside b-catenin transl, whose call it bears; cell count; measured here: cell count, cytotoxicity flag
# MT stabilize HCS Hoechst-high % = also measured in MT stabilize HCS; calls as there; % Hoechst-high responders; measured here: nuclear condensation Hoechst responders;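 share of cells brighter than vehicle mean plus two SD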
# MT stabilize HCS cytotoxicity % = further read-out of MT stabilize HCS, marked with its call; toxicity, %; measured here: cytotoxicity by cell density;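 0% = mean cell density of plate MIN control wells and 100% = no cells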
# Autophagy mod cell loss 18 h = further read-out of Autophagy mod, marked with its call; toxicity, %; measured here: cell loss, nuclei count;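 cell loss after 18 h compound exposure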
# Numbers without * were called inactive; i = inactive; . = not tested or not shown; + = active, no number. Rule as the data show it, unless noted: active = inhibition above about 50%; inactive = the rest.
SMILES,Autophagy mod,Autophagy mod cell loss 18 h,PMI inhibitors,Yfh1-depleted yeast,PMI inhibition,MT stabilize HCS,MT stabilize HCS Hoechst-high %,MT stabilize HCS cytotoxicity %,WT yeast gro inh,WT yeast gro inh mutant strain,b-catenin transl,b-catenin transl cell count 5 µM,Insulin prom up,Insulin prom up cell count,Dynein transport,Dynein transport cytoplasmic EGFP,Dynein transport nuclear GR-EGFP,Dynein transport cell count
Cc1ccccc1NC(=O)c1ccccc1NC(=O)Cc1cccc2ccccc12,i,29,17%,i,1%,2.8,2.0,2.2,21,10,0.6,960,.,.,0.99,-0.11,1.5,-1.5
N#Cc1c(N)c(C(=O)c2ccc(Cl)cc2)n2c1CCC2,i,4,7%,i,5%,1.1,1.1,4.6,-13,-1,0.7,1092,0.57,1089,-0.33,-0.2,-0.27,0.41
COC(=O)c1sc2nc(SCc3ccccc3C)n(N)c(=O)c2c1C,i,2,4%,i,6%,1.2,3.7,13,-1,-20,-2.0,662,0.05,1285,1.1,-0.043,0.15,-0.62
O=C(COC(=O)C12CC3CC(CC(O)(C3)C1)C2)NC12CC3CC(CC(C3)C1)C2,i,-2,-9%,i,-6%,11,2.1,5.0,0,9,2.0,1095,-1.2,1356,0.094,-0.38,0.088,0.64
O=S(=O)(NC1CC1)c1ccc(S(=O)(=O)N2CCN3CCCC3C2)cc1 (stereo unspecified),i,-20,-7%,i,-4%,1.4,1.7,8.3,-7,-2,-2.0,1223,1.4,1067,-0.5,-0.18,-0.18,0.24
CCC(Oc1ccccc1)C(=O)O/N=C(\N)c1ccc(OC)c(OC)c1 (stereo unspecified),i,-3,15%,i,18%,2.8,1.9,9.0,9,-1,1.6,1128,-0.18,1330,0.0092,-0.19,0.17,-0.62
Cc1ccc(CN2C(=NC(=O)CCC(=O)O)SC3CS(=O)(=O)CC32)cc1 (stereo unspecified),.,.,.,i,.,.,.,.,.,.,-0.2,1330,-0.41,1163,-0.43,-0.3,-0.15,1.1
O=C(/C=C/c1cccc([N+](=O)[O-])c1)Nc1ccccc1N1CCOCC1,i,-5,-5%,i,0%,1.6,1.0,2.9,19,-4,-1.7,553,-0.24,1419,1.9,-0.16,1.1,-1.8
COc1cnc(-c2ccccn2)nc1Sc1ccc(Cl)cc1,i,-20,6%,i,12%,3.2,1.4,2.9,3,-4,4.4,1450,-0.01,1091,-0.18,-0.004,0.64,-0.098
Cc1nnc(SCc2cc(=O)n3[nH]cnc3n2)s1,i,0,3%,i,7%,3.5,2.2,3.0,-20,-19,0.2,1075,0.05,1808,-0.62,-0.23,-0.56,0.66
CC(=O)NCCc1nc2ccccc2n1CCOc1cccc(C)c1,.,.,.,i,.,.,.,.,.,.,-0.3,1329,-0.25,1113,-0.8,-0.2,-0.056,0.3
CC(=O)N1CCc2cc(N=NC3=C(O)CCCC3=O)ccc21,i,13,-3%,i,7%,3.9,2.1,4.0,-2,-20,-0.6,822,1.9,810,-0.025,-0.18,-0.095,0.53
Cc1snc(SCC(=O)c2ccc([N+](=O)[O-])cc2)c1C#N,i,23,34µM*,i,44%,1.6,1.6,6.8,9,15,-2.3,1074,-0.6,1360,-0.81,0.075,-0.39,0.085
CCNCc1cc([N+](=O)[O-])ccc1OCC,i,-2,3%,i,2%,3.0,1.1,9.5,-4,-2,-5.3,1097,-0.12,1581,0.63,-0.13,0.91,-0.084
COc1ccc(C(=O)c2ccccc2Cl)cc1OC,i,21,4%,i,0%,1.5,2.7,5.0,-16,-8,-2.9,988,-0.13,1498,-0.19,-0.28,0.11,0.28
COc1cc(/C=C2\SC(=S)N(CC(=O)Nc3ccc(O)cc3)C2=O)cc(OC)c1OC,i,-3,2%,i,-2%,6.5,2.1,5.0,-2,11,6.9,1152,-0.41,1250,-0.52,-0.32,-0.53,0.22
CCCOc1ccc(N2C(=O)CC(N(O)c3ccccc3)C2=O)cc1 (stereo unspecified),i,-12,-5%,i,-3%,2.3,2.6,13,0,-2,.,.,.,.,0.1,-0.26,-0.027,0.37
C/C(=N/NC(=S)Nc1ccccc1)c1ccc2c(c1)OCO2,i,-1,15%,i,1%,5.0,2.0,2.8,21,30,1.4,1068,-0.57,1514,-0.55,-0.28,-0.56,0.45
Cc1cc(C)c(OCC(=O)N/N=C/c2ccc3c(c2)OCO3)c(C)c1,i,20,0%,i,-7%,26*,29*,51*,10,13,26,721,.,.,0.36,-0.081,0.35,0.27
C/C(=N/NC(=O)c1ccoc1C)c1ccc(NC(=O)c2ccncc2)cc1,i,-47,-37%,i,-36%,5.0,3.0,10,-11,-23,-3.8,584,0.39,1321,1.3,-0.024,1.7,-1.4
Cc1nn(CCCC(=O)N2CCN(c3ccc(F)cc3)CC2)c(C)c1[N+](=O)[O-],i,8,-3%,i,-8%,4.0,2.1,0.7,2,-15,-2.1,1151,-0.48,1316,0.094,-0.13,0.12,-0.13
Cc1ccc(OCCOc2ccc(Br)cc2)c([N+](=O)[O-])n1,i,-20,15%,i,13%,1.5,4.2,11,1,2,0.3,530,0.19,1296,-0.31,-0.32,-0.4,0.16
O=C(NCCc1ccccn1)C1CCN(S(=O)(=O)c2ccc3ccccc3c2)CC1,i,-19,-8%,i,4%,2.7,2.8,6.7,4,-14,0.0,1567,0.72,1317,2.2,0.001,1.2,-2
c1ccc(-n2ncc3c(N4CCCC4)ncnc32)cc1,i,-1,3%,i,3%,2.9,2.1,7.0,5,0,-2.4,1138,.,.,0.24,-0.46,0.033,0.2
O=S(=O)(NCc1ccccc1)c1ccc(Cl)c(S(=O)(=O)NCc2ccccc2)c1,i,-1,10%,i,14%,1.3,1.2,7.6,-2,-25,-18,1253,.,.,-1.1,-0.36,-0.73,1.2

# Reprinted from the part before: three compounds, then new ones.
SMILES,Autophagy mod,Autophagy mod cell loss 18 h,PMI inhibitors,Yfh1-depleted yeast,PMI inhibition,MT stabilize HCS,MT stabilize HCS Hoechst-high %,MT stabilize HCS cytotoxicity %,WT yeast gro inh,WT yeast gro inh mutant strain,b-catenin transl,b-catenin transl cell count 5 µM,Insulin prom up,Insulin prom up cell count,Dynein transport,Dynein transport cytoplasmic EGFP,Dynein transport nuclear GR-EGFP,Dynein transport cell count
O=C(NCCc1ccccn1)C1CCN(S(=O)(=O)c2ccc3ccccc3c2)CC1,i,-19,-8%,i,4%,2.7,2.8,6.7,4,-14,0.0,1567,0.72,1317,2.2,0.001,1.2,-2
c1ccc(-n2ncc3c(N4CCCC4)ncnc32)cc1,i,-1,3%,i,3%,2.9,2.1,7.0,5,0,-2.4,1138,.,.,0.24,-0.46,0.033,0.2
O=S(=O)(NCc1ccccc1)c1ccc(Cl)c(S(=O)(=O)NCc2ccccc2)c1,i,-1,10%,i,14%,1.3,1.2,7.6,-2,-25,-18,1253,.,.,-1.1,-0.36,-0.73,1.2
COc1ccc(OC(=O)CCCN2C(=O)c3ccccc3C2=O)cc1,i,5,10%,i,5%,1.8,2.1,4.9,-6,4,.,.,0.23,1374,-0.48,-0.3,-0.21,2.2
S=C(NCCc1ccccc1)N1CCN(C(c2ccccc2)c2ccccc2)CC1,i,7,13%,i,4%,2.7,3.2,7.3,27,-2,-0.8,998,-1.1,1921,-0.37,-0.27,0.78,0.044
COC(=O)c1ccc(C2C3=C(Nc4nnnn42)c2ccccc2OC3)cc1 (stereo unspecified),i,27,-25%,.,-19%,4.1,1.4,1.3,99*,-8.5*,-0.5,1201,1,1065,0.28,-0.23,0.13,-1.2
COc1cc(-c2nc(-c3ccc(NC(=O)c4ccc5c(c4)OCO5)cc3)no2)cc(OC)c1OC,+,6.1*,5%,i,1%,5.3,3.2,0.1,-34,-49,0.5,1037,-0.11,1196,-0.1,-0.25,-0.13,0.2
Cn1c(N2CCC(C(N)=O)CC2)nc2c1c(=O)n(Cc1ccc(Cl)cc1)c(=O)n2C,i,-10,8%,i,-2%,3.2,2.5,11,16,16,-1.5,1210,-0.27,958,0.063,-0.11,0.082,-0.33
Cn1c(=O)cc(OCCCC(=O)N2CCN(c3ccccc3)CC2)c2ccccc21,i,11,6%,.,9%,2.8,2.0,4.1,58*,-0.5*,-0.3,1330,2,1415,-0.95,-0.38,-0.43,0.13
O=C(Nc1ccc(Cl)cc1-c1nc2ccccc2s1)c1ccco1,i,7,4%,i,9%,i,.,100,38,-10,2.5,1453,0.06,1606,i,.,.,-6.1
Cc1cc(NCCN2CCOCC2)c2ccc3ccccc3c2n1,i,-2,.,i,.,1.4,1.8,2.3,13,19,2.1,1448,0.18,1106,-0.16,-0.13,-0.11,-1.1
CC(=O)NCCCc1nc2ccccc2n1Cc1ccc(C)cc1,i,-6,-4%,i,-3%,4.0,2.2,4.6,0,-6,-3.6,1166,0.61,865,0.95,0.044,0.92,0.65
CCN(CC)S(=O)(=O)c1ccc(F)cc1,i,0,-6%,i,0%,3.1,2.4,4.8,19,4,-2.4,1128,-0.22,1203,-0.47,-0.23,-0.58,0.97
O=C(Nc1ccccc1)Nc1ccc2ncoc2c1,i,7,10%,i,16%,3.6,1.8,8.4,8,8,-0.4,1540,.,.,0.37,-0.28,0.39,-0.12
CN1CCN(Cc2ccc(Sc3ccc(Cl)cc3)c([N+](=O)[O-])c2)CC1,i,15,0%,i,-3%,2.8,1.7,0.4,86*,81*,2.9,1075,-0.83,1191,1.8,-0.056,2,-2.5
C=CCNCCOCCOc1ccccc1-c1ccccc1,i,10,-14%,i,-14%,1.8,1.1,6.5,-11,-14,-2.8,1055,0.54,1351,-0.13,-0.2,0.14,0.93
CC1CCCCN1C(=O)CSc1ccc(-c2ccc(F)cc2)nn1 (stereo unspecified),i,5,5%,i,5%,7.2,1.1,2.2,10,11,-2.7,1201,0.53,1179,1.2,0.025,0.82,-0.54

# Screening results deposited in PubChem by several laboratories.
